From PubChem BioAssay
Vif-A3F inh: blocks the Vif interaction with APOBEC3F | HeLa A3F-eYFP + Vif (tagged APOBEC3F with the HIV-1 protein that degrades it), YFP fluorescence increase | Potency, µM (highest dose often 46.1 µM), without a hit: at the top dose activity, negative = active | 390,000 tested, 0.2% active; note: potency is the fitted concentration of half-maximal effect; % of control where 0% means no effect; nearly all actives have a fitted effect of over 65% in size
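HeLa cells stably expressing A3F-eYFP plus Vif, plated and incubated overnight at 37 deg C, then exposed to compounds overnight at 37 deg C. Blocked degradation read as raised yellow fluorescence (Ex 488/Em 500-530).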
RGS4 inhibitor: blocks human RGS4-accelerated GTP hydrolysis | P49798 | Transcreener GDP fluorescence polarization, RGS4-accelerated GTP hydrolysis | Potency, µM (top dose mostly 114 µM), inactives show at the highest dose activity change, negative = inhibition, hits mostly inhibitors | 390,000 tested, 0.039% active | AID 504845; note: potency is the fitted concentration of half-maximal effect; % is set by controls: 0 for no effect and ±100 for the full control effect; nearly all actives have a fitted effect of over 75% in size; some results filed as inactive show a strong effect at the top dose
Target sequence (P49798 whole entry, looked up): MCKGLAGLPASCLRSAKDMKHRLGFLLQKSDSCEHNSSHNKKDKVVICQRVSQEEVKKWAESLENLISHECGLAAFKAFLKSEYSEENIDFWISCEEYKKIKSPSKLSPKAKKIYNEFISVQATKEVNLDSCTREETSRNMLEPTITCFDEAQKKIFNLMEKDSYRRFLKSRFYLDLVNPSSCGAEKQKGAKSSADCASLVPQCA
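MLSMR compounds (23 nl, pin-transferred) preincubated 10 min at room temperature with a 500nM (2x) first reagent, then RGS4 at 900nM (2x) plus Transcreener GDP mix added; fluorescence polarization (620/688 nm) read before and after 90 min at 30 °C.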
12-LOX inh: inhibitors of human 12S-lipoxygenase ALOX12; P18054; purified 12hLO, xylenol orange hydroperoxide absorbance; Potency, µM (series often up to 108 µM), for the others: at the top dose activity change, negative = inhibition, most hits filed as inhibitors; 580,000 tested, 1.1% active; note: potency is the fitted concentration of half-maximal effect; % is set by controls: 0 for no effect and ±100 for the full control effect
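Purified human 12hLO (150 nM final) in 25 mM Hepes, 0.01% Triton X-100, pH 7.0 was preincubated 15 min at room temperature with compound. Then 40 uM arachidonic acid was added, 30 min. Hydroperoxide was read by Fe-XO absorbance ratio 573/405 nm.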
Glioma ERSR ind: ER stress response induction in glioma; AID 602332; Potency, µM, inactives show at the highest dose activation, actives largely listed as activators; U87-MG GRP78 promoter luciferase reporter, 16 h; 420,000 tested, 0.02% active; note: potency is the fitted concentration of half-maximal effect; series mostly up to about 76 µM; % of control where 0% means no effect; nearly all actives have a fitted effect of over 35% in size
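ERSR induction read as luciferase luminescence (Bright-Glo, 10 min at room temperature) in stably transfected human U87-MG glioma cells exposed to compounds for 16 h, using GRP78 as sensor.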
LDHA block: inhibitors of human lactate dehydrogenase A. 480,000 tested, 0.15% active. activity change, % (values are at about 110 or 230 µM). purified LDHA, NADH/diaphorase-resazurin fluorescence; active compounds read low. P00338. AID 1347041; in the data active = activity change below about -30%; inconclusive = mostly about -25% to -30%;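 note: plate controls were DMSO wells for no effect and wells without enzyme for full effect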
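Enzyme activity of human lactate dehydrogenase 5 (2 nM; 0.06 mM NADH, 0.2 mM pyruvate, 5 min, RT) is measured via a resazurin/diaphorase fluorescence readout of residual NADH.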
ERG Ets-DNA blk: ERG Ets/DNA interaction inhibition; P11308; fluorescence polarization, His-ERG Ets domain / labelled DNA; Potency, µM (doses to about 76.9 µM), inactives show at the highest dose FP activity, negative = inhibition, usual class: inhibitors; 370,000 tested, 0.028% active; active = well fitted inhibition curve with a large enough effect in the polarisation, with a control signal flat; inconclusive = small, poorly fitted or top-dose-only effect, or effect the other way, or a change in a side signal; inactive = no such curve, though single readings can be large or run the other way; the % refers to the polarisation;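 note: polarization taken with two DNA probes labelled with fluorescein and Texas red; potency is the fitted concentration of half-maximal effect; % of control where 0% means no effect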
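His-tagged ERG Ets domain (1 uM in the protein solution; 300mM KCl, 50mM Tris-HCl, 1mM EDTA, 1mM DTT, pH 7.5) received compound, then a probe mix of 5 nM fluorescein-DNA and 100nM Texas-615-DNA. Fluorescence polarization was read for both dyes.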
Vif-APOBEC3G blk: blocks the Vif interaction with human APOBEC3G; HeLa A3G-eYFP + Vif (tagged APOBEC3G with the HIV-1 protein that degrades it), YFP fluorescence, overnight; Potency, µM (series often up to 46.1 µM), for the others: top-dose activity, negative = active, usual class: inhibitors; 410,000 tested, 0.076% active;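 note: potency is the fitted concentration of half-maximal effect; % is set by controls: 0 for no effect and ±100 for the full control effect; nearly all actives have a fitted effect of over 60% in size; hits raise eYFP signal because A3G escapes Vif-driven loss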
Target sequence (Q9HC16 whole entry, looked up): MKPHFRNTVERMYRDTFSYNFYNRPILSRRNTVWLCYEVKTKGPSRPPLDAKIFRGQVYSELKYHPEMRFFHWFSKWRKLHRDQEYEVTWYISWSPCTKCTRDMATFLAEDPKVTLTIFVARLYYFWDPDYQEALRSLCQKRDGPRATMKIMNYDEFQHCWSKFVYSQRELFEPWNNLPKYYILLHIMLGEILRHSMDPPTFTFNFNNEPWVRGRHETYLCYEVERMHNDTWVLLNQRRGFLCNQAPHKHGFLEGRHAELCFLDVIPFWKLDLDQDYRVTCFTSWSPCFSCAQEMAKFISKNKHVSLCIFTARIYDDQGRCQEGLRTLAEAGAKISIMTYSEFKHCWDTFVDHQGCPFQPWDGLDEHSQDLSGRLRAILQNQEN
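HeLa cells stably expressing Vif and C-terminally eYFP-tagged A3G, seeded overnight at 37 deg C, then exposed to compound by pintool overnight at 37 deg C. Rise in yellow fluorescence (Ex 488/Em 500-530, Acumen) marks blocked Vif-driven A3G degradation.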
D2 antag: D2 dopamine receptor (human) antagonism | inhibition, % at 10 µM | P14416 | 340,000 tested, 2% active | HEK293 TREx D2 cells, calcium flux, dopamine EC80; in the data active = inhibition above about 30%; note: 0% is about no effect
Target sequence (P14416 whole entry, looked up): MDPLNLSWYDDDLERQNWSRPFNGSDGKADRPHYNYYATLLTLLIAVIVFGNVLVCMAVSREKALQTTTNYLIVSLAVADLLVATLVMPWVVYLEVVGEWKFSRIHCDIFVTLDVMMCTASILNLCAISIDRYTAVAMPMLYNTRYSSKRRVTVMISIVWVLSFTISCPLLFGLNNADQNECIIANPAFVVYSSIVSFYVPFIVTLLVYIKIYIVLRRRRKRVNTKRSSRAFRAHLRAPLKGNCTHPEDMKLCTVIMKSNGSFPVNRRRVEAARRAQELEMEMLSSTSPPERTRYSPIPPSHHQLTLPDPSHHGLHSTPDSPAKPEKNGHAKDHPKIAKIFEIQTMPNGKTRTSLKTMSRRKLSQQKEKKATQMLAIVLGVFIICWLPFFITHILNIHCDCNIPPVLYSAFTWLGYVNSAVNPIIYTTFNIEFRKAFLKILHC
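Overnight-induced (tetracycline, 30 C) HEK293 T-REx cells carrying force-coupled D2 receive a no-wash calcium dye, then compound, then EC80 dopamine at 180 s; signals are read kinetically throughout.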
D2 agonist: agonists of human D2 dopamine receptor | P14416 | HEK293 T-REx D2 cells, calcium flux agonist mode | activation, % at 2 µM | 340,000 tested, 0.53% active;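 active = activation over 3 SD above normal in the single-dose calcium agonist read, cut at about 30% in these data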; note: 0% is about no effect
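Tetracycline-induced HEK293 Trex cells with D2 receptor force-coupled to calcium signaling, plated overnight at 30 C and loaded with no-wash calcium dye. Calcium flux read kinetically for 180 s after compound addition; responses flag agonists.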
* marks the source's active call; other numbers are inactive results; ? = inconclusive; · = no result given; [ ] = another dose, or the depositor's remark. Unless noted, calls come from the whole dose curve; as a rule, active = well fitted curve in the direction sought with a large enough effect; inconclusive = small, poorly fitted or top-dose-only effect, or another doubt; inactive = no such curve, though single readings can be large; an effect the other way counts as inactive or inconclusive. These rows are one share of the data (hit frequency here may not be typical).

structure	Vif-APOBEC3G blk	D2 agonist	Vif-A3F inh	LDHA block	12-LOX inh	Glioma ERSR ind	D2 antag	ERG Ets-DNA blk	RGS4 inhibitor
COc1ccc2nc(NC(=O)Cc3ccc(OC)c(S(=O)(=O)N4CCOCC4)c3)sc2c1	-10.2%	0.5	1.7%	1.3	-1.9%	-1.0%	8.8	-6.7%	-29.2%[11.4 µM]
O=C(CC(=O)c1ccccc1)Nc1ccccc1C(F)(F)F	-1.1%	-0.4	-9.4%	1.2	0.0%	0.8%	18.0	-1.4%	0.3%[56.9 µM]
CCOc1ccc(S(=O)(=O)Nc2ccc(C(=O)NCC(C)(C)N3CCOCC3)cc2)cc1	-5.8%	1.2	7.2%	-7.6	-6.0%	-2.0%	7.8	15.7%	?
CCN(C(=O)COC(=O)c1ccc(F)c(S(=O)(=O)N2CCOCC2)c1)C1CCS(=O)(=O)C1 (configuration not stated)	-0.3%	1.0	1.5%	-5.8	-9.7%	-4.0%	-4.5	0.8%	-22.4%
Cc1nc(Oc2ccccc2)c2ccsc2n1	-5.2%	-2.0	3.7%	-2.3	-1.1%	2.9%	5.5	-5.7%	-23.2%
O=C(Cc1ccccc1)Nn1c(-c2ccccc2F)nc2ccccc2c1=O	-1.0%	·	3.3%	-4.6	-4.8%	1.4%	·	4.3%	-13.9%
O=C(Cc1cccs1)Nc1ccc(S(=O)(=O)N2CCCC2)cc1	-1.4%	-0.6	?	-3.8	?	0.9%	12.5	-2.1%	1.8%
COc1cccc(NC(=O)CSCc2cc(=O)n3ccsc3n2)c1	2.5%	0.7	-20.2%	-1.5	·	-3.7%	-5.7	-7.7%	37.4%[11.4 µM]
C=CCn1c(SCC(=O)N2CC(C)OC(C)C2)nnc1-c1ccncc1 (configuration not stated)	-1.6%	0.3	5.5%	-3.5	-21.0%	-3.0%	11.9	1.9%	27.5%
CCC(=O)Nc1ccc(-c2nnc(SCC(=O)N3CCCCC3)n2C)cc1	-4.4%	-0.3	0.6%	-4.1	13.7%	-3.0%	-4.4	0.6%	2.2%[56.9 µM]
Cc1ccc(C(c2nnnn2CC2CCCO2)N2CCN(C(=O)c3ccco3)CC2)cc1 (configuration not stated)	-0.1%	2.1	-14.2%	-0.6	37.0%[activator]	-6.9%	-7.8	7.0%	16.5%
Fc1ccc(NC(=S)Nc2ccc3nccnc3c2)cc1	0.2%	1.3	0.8%	15.7	?	-0.1%	-11.7	16.0%	?
COc1cccc2cc(-c3n[nH]c(=S)n3C)oc12	0.0%	-0.4	-14.7%	-4.6	?	-2.9%	2.6	-5.0%	-52.7%
O=C(N/N=C/c1ccc(O)c(O)c1)c1cccc(S(=O)(=O)N2CCCCC2)c1	0.5%	-0.2	7.3%	9.5	?	1.1%	-2.3	-9.7%	-21.5%
CCOC(=O)c1nnc(-c2cccs2)nc1Oc1ccc(Cl)cc1	-0.9%	·	·	-0.8	-12.4%	-2.6%	·	1.1%	-35.0%
Cc1cc(NC(=O)/C=C/c2ccc(Br)cc2)no1	0.4%	0.6	-14.9%	-4.8	0.0%	1.0%	-16.5	-14.8%	-3.2%
O=C(CCCCn1c(=O)c2ccccc2n(Cc2ccccc2Cl)c1=O)NCCc1ccccc1	2.9%	-0.6	-6.2%	-0.4	-10.1%	-2.3%	·	4.8%	11.5%
C=CCNC(=O)NC(=O)COC(=O)/C=C/c1cccc([N+](=O)[O-])c1	1.9%	-1.0	-7.1%	-8.3	-2.7%	-1.9%	-15.4	9.0%	-23.0%
O=C(COC(=O)c1cccc(Br)c1)NCCc1ccc(F)cc1	-1.2%	0.7	-10.3%	-3.1	-13.8%	-1.6%	-10.0	3.8%	12.9%
Cc1ccc(C2NC(=O)c3ccccc3N2)c(C)c1 (configuration not stated)	?	·	-14.0%	-6.9	-4.9%	-1.4%	·	-10.2%	-2.7%
C=CCN1C(=O)c2ccc(C(=O)N3CCC(C(N)=O)CC3)cc2C1=O	1.9%	1.4	-29.0%	-1.2	5.2%	0.5%	-3.5	-1.0%	15.8%
COc1ccc([C@@H]2CC=C(C(=O)O)[C@H](c3ccc(C)cc3)N2S(=O)(=O)c2ccccc2C)cc1	-2.8%	·	-1.7%	-2.7	18.7%	-1.2%	·	0.0%	12.3%
Cc1cc(NC(=O)CSCC(=O)Nc2cc(C(F)(F)F)ccc2N2CCCC2)no1	-1.0%	-0.4	8.1%	-3.9	-21.4%	-0.6%	-2.9	-2.8%	-3.1%
CSCC[C@H](NC(=O)NCc1ccc(F)cc1)C(=O)O	2.1%	1.1	·	-0.4	-4.9%	0.4%	-0.7	10.5%	-5.2%
CCn1nnc2sc3c(c2c1=O)CCC(C)C3 (configuration not stated)	1.4%	-1.8	·	-4.0	-0.3%	0.1%	-4.9	3.7%	-9.5%
CC(=Nc1ccccc1C(F)(F)F)c1ccncc1	-5.8%	-1.6	-4.2%	-7.7	3.8%	0.0%	1.9	13.2%	-6.7%
O=C(Nc1cccc(-c2ccc(N3CCOCC3)nn2)c1)c1ccc(F)cc1F	-2.9%	-0.2	0.3%	-3.8	-23.0%	-3.4%	-3.2	-11.7%	-18.8%
CCOc1ccc(C(=O)NCc2ccc3c(c2)OCO3)cc1OCC	5.7%	-2.3	0.7%	-10.6	0.0%	-3.0%	26.0	16.1%	12.1%
Cc1ccc(NC(=O)C2CCCN2S(=O)(=O)c2ccc3c(c2)CCCC(=O)N3)cc1C (configuration not stated)	6.1%	0.2	8.2%	-7.3	-6.7%	-2.4%	·	1.7%	1.7%
COc1cc(C2N(c3ccccn3)C(=O)C3CCCN32)cc(OC)c1OC (configuration not stated)	0.6%	-0.3	1.3%	-1.3	-16.0%	-5.7%	8.2	1.3%	12.7%[56.9 µM]
CCc1cc(C(=O)OC)c(NC(=O)CN2CCN(C(=O)c3ccco3)CC2)s1	-0.9%	-2.5	-18.5%	-5.8	·	-4.4%	-8.6	10.8%	5.5%
CC1=C(/C=C/C(=O)O)C(C)(C)CCC1	-0.1%	0.4	-9.0%	-2.9	6.2%	-7.2%	-14.4	-7.6%	0.0%
OC(c1ccccc1)(c1nc(-c2ccccc2)cs1)C(F)(F)F (configuration not stated)	-7.4%	·	·	-7.6	?	-7.8%	·	·	·
COCOc1cccc(CN2CCC(C)(Oc3cccc(OC)c3)C2)c1 (configuration not stated)	3.2%	·	·	3.2	-6.2%	1.7%	·	·	·
COC(=O)c1cc(C)nc(Sc2ccccc2NC(C)=O)n1	-1.2%	0.7	1.0%	-3.8	0.0%	-1.7%	-4.6	-7.4%	5.9%
COc1ccc([C@H]2Cc3cc(O)cc(O)c3C(=O)O2)cc1O	-8.8%	·	0.0%	0.6	22.4µM*	-7.2%	·	11.2%	8.8%
CCOC(=O)CN1C(=O)/C(=C/c2ccccc2Br)Oc2ccccc21	0.9%	·	-1.7%	-11.4	9.0%	-6.8%	·	4.5%	17.7%
O=C(/C=C/c1ccc(Cl)c(C(F)(F)F)c1)N1CCN(c2ccccn2)CC1	1.1%	-1.0	-2.4%	-11.6	-14.3%	-4.4%	7.6	-4.8%	15.2%
Cc1ccc(C)c(N2CCN(CCCNC(=O)c3cnn(-c4ccccc4)c3C3CCN(C(=O)OC(C)(C)C)CC3)CC2)c1	-0.1%	0.4	0.1%	3.7	?	-2.0%	·	-0.5%	-2.8%
COc1cc(/C(C)=N\NC(N)=S)cc(OC)c1OC	-1.3%	0.1	1.6%	-11.6	-27.3%	-0.8%	-2.6	·	-35.0%
COc1ccc(N2CCN(C(=O)COc3ccc4c(C)c(C)c(=O)oc4c3C)CC2)cc1	0.0%	-0.4	-1.5%	-1.9	·	-0.7%	-0.6	7.4%	-8.6%
CN1CCN(c2ccccc2NC(=O)c2ccc(-c3ccc(Cl)c(Cl)c3)o2)CC1	-7.2%	1.2	0.7%	-0.2	?	-7.5%	14.3	26.2%	-45.9%
Cc1ccc2nc3c(cc(C#N)c(=O)n3-c3nnc(SCc4ccccc4)s3)c(=O)n2c1	·	1.4	·	-1.7	-18.5%	·	·	-3.6%	-8.8%
COc1ccccc1N1CCN(CC(=O)NCCc2ccc(S(N)(=O)=O)cc2)CC1	1.8%	·	12.4%	-1.5	14.5%	-1.3%	·	4.7%	-16.4%
O=C(O)c1cc(-c2ccc(/C=N/N3C(=O)C4C5C=CC(C6CC56)C4C3=O)o2)ccc1Cl (configuration not stated)	-3.0%	1.5	8.8%	-6.0	-10.9%	1.4%	-11.2	-3.7%	2.6%
O=C(Oc1coc(CSc2ncccn2)cc1=O)c1ccc(Br)o1	-3.2%	-0.5	3.1%	0.1	-16.7%	-2.5%	14.3	-0.4%	-33.7%
